Screening data from PubChem BioAssay.
BLM helicase inh: inhibitors of human Bloom syndrome helicase BLM; P54132; 350,000 tested, 0.2% active; AID 2528; recombinant BLM DNA unwinding, fluorescence dequenching; Potency, µM (series often up to 56.1 µM), without a hit: top-dose activity change, negative = inhibition, most hits filed as inhibitors;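 note: plate controls were vehicle for no effect and no enzyme for full effect; nearly all actives have a fitted effect of over 35% in size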
BAZ2B inh: blocks human BAZ2B | AID 504333 | Potency, µM (highest dose often 114 µM), for the others: at the top dose activity change, negative = inhibition, usual class: inhibitors | Q9UIF8 | AlphaScreen BAZ2B-H3K14Ac peptide displacement | 360,000 tested, 4.4% active; note: % is set by controls: 0 for no effect and ±100 for the full control effect; nearly all actives have a fitted effect of over 60% in size
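Complex of BAZ2B and biotin-H3K14Ac (50 nM apiece) forms over 30 min at RT, then faces library compounds up to 110 uM for another 30 min; AlphaScreen beads added, 20 min dark incubation, luminescence read.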
POLI inh: blocks human DNA polymerase iota activity. 390,000 tested, 1% active. Q9UNA4. Pol iota fluorescent replication assay, 10 min. Potency, µM (series often up to 115 µM), for the others: top-dose activity, negative = inhibition, hits mostly inhibitors
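Fluorescent replication assay read twice, at 0 min and 10 min after adding 50 nM (final) substrate. Enzyme (10 nM) and compounds were first incubated 15 min at room temperature; enzyme-free buffer wells were negative controls.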
Pol beta inh: DNA polymerase beta (human) inhibition | P06746 | Pol beta primer extension/strand displacement, fluorescence kinetic | Potency, µM (doses to about 114 µM), inactives show top-dose activity change, negative = inhibition, most hits filed as inhibitors | 340,000 tested, 1.3% active; note: % is set by controls: 0 for no effect and ±100 for the full control effect
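Kinetic readout of DNA synthesis with strand displacement by Pol beta. Compound and 10 nM enzyme sit 15 min at room temperature; 50 nM substrate starts the reaction, read immediately and at 10 min.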
Pol kappa inh: blocks human DNA polymerase kappa activity; Q9UBT6; purified Pol kappa, fluorescent DNA synthesis assay, 10 min; Potency, µM (doses to about 107 µM), inactives show at the highest dose activity, negative = inhibition, usual class: inhibitors; 400,000 tested, 0.53% active; AID 588579; note: % is set by controls: 0 for no effect and ±100 for the full control effect
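50 nM final substrate added after 15 min RT preincubation of 10 nM Pol kappa with compound; fluorescence read at 0 and 10 min.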
APE1 inh: blocks human APE1 abasic DNA cleavage; Potency, µM (series often up to 65.8 µM), without a hit: at the highest dose activity change, negative = inhibition, hits mostly inhibitors; recombinant APE1, TAMRA/BHQ-2 abasic DNA cleavage fluorescence; 350,000 tested, 0.35% active;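 note: plate controls were vehicle for no effect and reference inhibitor for full effect; nearly all actives have a fitted effect of over 55% in size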
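APE1 at 0.75 nM preincubated 15 min at room temperature with compound. Reaction then started with 50 nM double-stranded THF-abasic substrate labelled with TAMRA/BHQ-2, and 525/598 nm fluorescence read kinetically. Activity taken as third-minus-first read difference, normalized to DMSO and NSC13755 controls.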
POLH inh: inhibitors of human DNA polymerase eta. Potency, µM (series often up to 114 µM), for the others: at the top dose activity change, negative = inhibition, actives largely listed as inhibitors. 390,000 tested, 1.2% active. AID 588591. recombinant Pol eta, fluorescent DNA replication assay. Q9Y253; note: % is set by controls: 0 for no effect and ±100 for the full control effect
Target sequence (Q9Y253 whole entry, looked up): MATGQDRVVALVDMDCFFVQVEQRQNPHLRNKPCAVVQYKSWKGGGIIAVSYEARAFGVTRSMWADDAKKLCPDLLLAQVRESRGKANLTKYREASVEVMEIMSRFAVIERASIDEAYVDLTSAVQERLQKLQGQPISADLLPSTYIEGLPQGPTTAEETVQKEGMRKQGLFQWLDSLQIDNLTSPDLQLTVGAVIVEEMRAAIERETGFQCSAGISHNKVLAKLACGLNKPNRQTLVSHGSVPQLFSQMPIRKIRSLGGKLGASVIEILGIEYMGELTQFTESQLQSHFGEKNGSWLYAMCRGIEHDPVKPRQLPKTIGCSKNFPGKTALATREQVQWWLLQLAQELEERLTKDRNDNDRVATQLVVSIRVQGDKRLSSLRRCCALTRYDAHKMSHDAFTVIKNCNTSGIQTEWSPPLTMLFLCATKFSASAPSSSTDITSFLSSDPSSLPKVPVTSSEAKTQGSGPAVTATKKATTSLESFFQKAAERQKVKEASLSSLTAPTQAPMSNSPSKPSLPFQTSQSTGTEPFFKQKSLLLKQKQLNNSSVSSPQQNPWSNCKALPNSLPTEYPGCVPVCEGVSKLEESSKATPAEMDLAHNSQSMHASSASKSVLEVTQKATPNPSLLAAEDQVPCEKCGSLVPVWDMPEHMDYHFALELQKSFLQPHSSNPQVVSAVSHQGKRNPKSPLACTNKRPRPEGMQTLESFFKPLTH
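Pol eta (10 nM) was preincubated with compounds for 15 min at room temperature, after which fluorescent replication substrate (50 nM final) was added to start the reaction. Fluorescence was read kinetically at 0 and 10 min.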
G9a block: blocks human histone lysine methyltransferase G9a | Q96KQ7 | G9a H3K9 monomethylation, AlphaScreen, 2 h | Potency, µM (top dose mostly 102 µM), inactives show top-dose activity, negative = inhibition, usual class: inhibitors | 350,000 tested, 8.8% active; note: % is set by controls: 0 for no effect and ±100 for the full control effect; nearly all actives have a fitted effect of over 75% in size
Target sequence (Q96KQ7 913-1193 limits assumed): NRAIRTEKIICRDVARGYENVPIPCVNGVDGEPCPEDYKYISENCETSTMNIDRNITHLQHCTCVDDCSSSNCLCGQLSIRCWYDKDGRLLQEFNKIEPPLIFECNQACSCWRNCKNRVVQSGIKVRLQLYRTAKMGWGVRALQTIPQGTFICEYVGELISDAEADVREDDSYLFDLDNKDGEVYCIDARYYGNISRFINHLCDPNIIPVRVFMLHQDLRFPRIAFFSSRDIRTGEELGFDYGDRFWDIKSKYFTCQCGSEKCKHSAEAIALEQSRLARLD
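Using a bead-based AlphaScreen, monomethylated H3K9 product from 2 h room-temperature reactions (G9a 20 nM, peptide 500 nM, SAM 20 uM) was detected with 0.5 ug/mL rabbit anti-H3K9me1 antibody.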
JMJD2A Tudor: JMJD2A Tudor domain (human) inhibition | AlphaScreen JMJD2A-Tudor / H3K4me3 peptide binding | Potency, µM (top dose mostly 114 µM), for inactives: at the highest dose activity change, negative = inhibition, usual class: inhibitors | 390,000 tested, 4.4% active; note: % is set by controls: 0 for no effect and ±100 for the full control effect; nearly all actives have a fitted effect of over 50% in size
* = called active by the depositor; ? = inconclusive; · = no result given; [ ] = dose if it differs, or a comment. Calls come from the whole dose curve; as a rule, active = well fitted curve in the direction sought with a large enough effect; inconclusive = small, poorly fitted or top-dose-only effect, or another doubt; inactive = no such curve, though single readings can be large; an effect the other way counts as inactive or inconclusive. Potency is the fitted concentration of half-maximal effect. Only part of the results is shown; the hit share may differ from the screen's.

Molecule	Pol kappa inh	G9a block	BAZ2B inh	JMJD2A Tudor	BLM helicase inh	POLH inh	Pol beta inh	POLI inh	APE1 inh
COc1ccc(NC(=O)CN(C)C(=O)CCC(=O)c2ccc(C)cc2)cc1	-3%	7%[0.501 µM]	-15%	-14%	·	-13%	·	-3%	31%
COc1ccc(C2CN=NC23CCc2ccccc2C3=O)cc1 (configuration not stated)	5%	4%	4%	16%	-4%	-8%	-1%	14%	-5%
COc1ccccc1C(=O)NC1CCN(C(=O)Nc2ccc(F)cc2)CC1	-4%	29%	9%	1%	2%	13%	42%	111%[activator]	-5%
COc1ccccc1-n1c(/C=C/c2c(C)n(C)c3ccccc23)nc2ccccc2c1=O	-44%	-31%[59 µM]	-9%	-19%	-9%	-19%	9%	?	·
CCOC(=O)C(=Cc1ccccc1OC)C(=O)OCC	-23%	71%[activator][59 µM]	-17%	10%	-12%	-1%	?	?	?
Brc1ccccc1Cn1cnc2ccccc21	-3%	10%[0.501 µM]	-14%	4%	-4%	-16%	-1%	34%[activator]	58%[activator]
Cc1cc(SC(C)C(=O)NCC(=O)Nc2ccc(F)c(F)c2F)nc2ccccc12 (configuration not stated)	1%	23%	-3%	1%	3%	-6%	-4%	21%	3%
O=C1CCCN1CCC1CCN(C2CC(=O)N(Cc3ccc(N4CCCC4=O)cc3)C2=O)CC1 (configuration not stated)	-4%	?	-5%	-5%	-3%	-5%	-9%	-27%	4%
Cc1ccc(CN=c2c([N+](=O)[O-])nn(-c3cccc(C)c3)n2O)cc1	12%	-3%	?	35µM*	0%	-15%	28%	-4%	9%
CCN1CCN(CC#CCOc2ccccc2OC)CC1	-8%	-47%[0.501 µM]	22µM*	0.79µM*	-5%	15%	-13%	65%[activator]	43%
COc1ccc(N2CCN(C(C)C(=O)N(C)Cc3ccccc3)CC2)cc1 (configuration not stated)	-5%	50µM*	-13%	-21%	-3%	3%	29%	43%[activator]	4%
O=S(=O)(c1ccccc1)N1CCN(c2ncnc3scc(-c4ccccc4)c23)CC1	-6%	-7%	-17%	-20%	-3%	-5%	0%	?	32%
CCOC(=O)Cn1c(=O)oc2cc(S(=O)(=O)Nc3cc(Cl)ccc3OC)ccc21	-2%	?	5%	-15%	-2%	-11%	19%	-12%	-3%
COc1ccc(OC)c(S(=O)(=O)N2CC=C(c3c(C)n(CC(=O)N4CCCC4)c4ccccc34)CC2)c1	-8%	?	?	-28%	-9%	1%	-2%	-14%	·
COc1ccccc1NC(=O)CC(=O)c1cccc([N+](=O)[O-])c1	-9%	13%[2.33 µM]	-15%	-27%	-4%	-9%	2%	119%[activator]	13%
CSCSC1=C(C#N)C(c2ccc(Cl)cc2)C(C(C)=O)=C(C)N1 (configuration not stated)	·	7.9µM*	11%	·	-19%	·	10%	·	-4%
O=C(CSc1nc2c([nH]c3ccccc32)c(=O)n1-c1ccc(F)cc1)N1CCCc2ccccc21	-2%[60.1 µM]	10%[59 µM]	3%	-14%	-1%	-8%	-26%	-4%	·
N#Cc1c2c(c[nH]c1=O)CCN2Cc1ccccc1	3%	22%[59 µM]	6%	-16%	2%	-1%	35%	16%	1%
Cc1c(C(=O)Nc2ccc(F)cc2)cn2c(nc3ccccc32)c1C#N	-13%	-1%[59 µM]	-3%	12%	-7%	-15%	-15%	2%	28%
CN(c1ccc(F)cc1)S(=O)(=O)c1ccc(Cl)c(C(=O)NCC(c2ccco2)N2CCCCC2)c1 (configuration not stated)	-14%	28µM*	56µM*	?	·	-25%	·	17%	-12%

Quoted at random: 3 records from the list, in no set order.
Molecule	Pol kappa inh	G9a block	BAZ2B inh	JMJD2A Tudor	BLM helicase inh	POLH inh	Pol beta inh	POLI inh	APE1 inh
COc1ccc(C2CN=NC23CCc2ccccc2C3=O)cc1 (configuration not stated)	5%	4%	4%	16%	-4%	-8%	-1%	14%	-5%
COc1ccccc1-n1c(/C=C/c2c(C)n(C)c3ccccc23)nc2ccccc2c1=O	-44%	-31%[59 µM]	-9%	-19%	-9%	-19%	9%	?	·
Cc1ccc(CN=c2c([N+](=O)[O-])nn(-c3cccc(C)c3)n2O)cc1	12%	-3%	?	35µM*	0%	-15%	28%	-4%	9%

Carrying on:
Molecule	Pol kappa inh	G9a block	BAZ2B inh	JMJD2A Tudor	BLM helicase inh	POLH inh	Pol beta inh	POLI inh	APE1 inh
O=C(NCCOc1ccccc1)C1CCC(=O)N(CCN2CCOCC2)C1 (configuration not stated)	12%	10%	0%	-3%	1%	-9%	6%	-11%	60%[activator]
COc1ccc(OC)c(NC(=O)COC(=O)c2ccc(S(=O)(=O)N3CCOCC3)cc2)c1	5%	22%[59 µM]	·	18%	-3%	-8%	3%	10%	-2%
COc1ccc(CCC(=O)OCC(=O)Nc2sccc2C#N)cc1	-10%	·	·	-23%	·	-33%	·	14%	-16%
O=Cc1ccsc1B(O)O	-3%	·	·	-10%	4%	·	·	10%	-3%
CCOC(=O)c1sc(S(C)(=O)=O)c2c1CC(C)(C)C/C2=N/O	-1%	6%	-12%	-18%	-10%	5%	1%	14%	-1%
CCOC(=O)c1ccccc1NC(=S)N1CCN(C2CCCCC2)CC1	0%	?	·	-24%	0%	-1%	0%	-10%	1%
CCc1ccc(CNC(=O)C(CC)n2nc(C)c3c(C)n(-c4ccccc4)nc3c2=O)cc1 (configuration not stated)	2%	9%[59 µM]	14%	-17%	0%	-13%	3%	25%	·
CCOC(=O)/C(O)=C(\C#N)c1nc2ccccc2[nH]1	-5%	-4%	·	-17%	0%	-9%	35%	8%	0%
COc1ccc(CNS(=O)(=O)c2ccc(F)c(C(=O)Nc3ccc(OC)cc3)c2)cc1	-5%	-47%	14%	8%	-8%	3%	-14%	0%	?
Cc1ccc(C(=O)NC(=S)Nc2ccccc2C(F)(F)F)c(C)c1	-1%	9%[59 µM]	4%	-7%	-9%	-7%	-1%	-101%	-7%
CCOC(=O)C1CCN(S(=O)(=O)c2cccc(C(=O)Nc3ccccc3)c2)CC1	-13%	·	-9%	-11%	-7%	-10%	5%	8%	8%
OCCNc1ncnc2c1ncn2Cc1ccccc1	-4%	-8%[59 µM]	18%	-5%	-2%	-3%	8%	17%	-2%
CCOc1ccc(-c2cc3c(=O)n(Cc4nc(-c5cccc(OC)c5OC)oc4C)ccn3n2)cc1Cl	-6%	-1%[59 µM]	1%	-10%	-9%	-16%	18%	6%	·
CC(C)Cn1c(-c2ccc(S(=O)(=O)N3CCOCC3)cc2)csc1=Nc1cc(Cl)ccc1Cl	-7%	?	-38%	-33%	-9%	-8%	2%	2%	·
CC(C)CCN1CCN(Cc2cccn2-c2cccnc2)CC1CCO (configuration not stated)	4%	11%	-19%	-24%	-1%	-3%	-2%	9%	2%
O=C(NN1C(=O)/C(=C/c2ccc(O)cc2)SC1=S)c1ccccc1O	-26%	?	40µM*	50µM*	-10%	79µM*	-20%	?	-19%
O=C(CSc1ccccc1)NCc1ccc2c(c1)CCN2C(=O)c1ccc(F)cc1	-4%[60.1 µM]	4%[59 µM]	-4%	-8%	-2%	-9%	13%	7%	·
O=C(NCCc1c[nH]c2ccccc12)N[C@@H](Cc1ccccc1)C(=O)O	-5%	4%[2.33 µM]	5%	-1%	-1%	-7%	56%	47%[activator]	-5%
COc1cccc(C(=O)N(Cc2nc(-c3ccc(Cl)cc3)no2)C(C)C)c1OC	-3%	-6%[59 µM]	-15%	-8%	-8%	-5%	11%	-7%	·
CC(C)c1[nH]c(=O)c(C#N)c2c1COC(C)(C)C2	-2%	-2%	-4%	-18%	-6%	-6%	2%	30%	?
Brc1ccc(C=Nc2ccc(Nc3ccccc3)cc2)s1	-6%	8.9µM*	40µM*	28µM*	-2%	-17%	?	10%	1%
O=C(NNC1=NCCC1)c1cccc(Br)c1	-14%	12%[2.33 µM]	-15%	-22%	0%	1%	27%	3%	2%
CSc1nc2c(c(=O)[nH]1)C(c1ccccc1)C1=C(CC(C)(C)CC1=O)N2 (configuration not stated)	-4%	7%	-23%	6%[11.4 µM]	-1%	-18%	98%	110%[activator]	-2%
COC(=O)Cc1cc(OC)c(OC)cc1Cc1cc(OC)c(OC)cc1CC(=O)OC	1%	23%[59 µM]	8%	-2%	-1%	-5%	-2%	25%	-2%
Cc1ccccc1-n1ncc(C(C)NS(=O)(=O)c2sccc2C)c1C (configuration not stated)	-5%	46%	-13%	-2%	-2%	-8%	15%	8%	20%
COc1ccc(/C=N/NC(=O)c2ccc(NC(=O)c3cccc([N+](=O)[O-])c3)cc2)c(C(=O)O)c1OC	0%	-21%	5%	?	-12%	79µM*	71µM*	?	-15%
CCCCN1C(=O)CC(Nc2ccc(CC)cc2)C1=O (configuration not stated)	0%	?	7%	-13%	-5%	5%	-16%	18%	0%
COc1ccc2c(CC(=O)Nc3ccc(OC)c(S(=O)(=O)N4CCOCC4)c3)coc2c1	-5%	0%[59 µM]	-31%	-23%	3%	-17%	3%	2%	-3%
COc1ccc(CCNC(=O)CC(NS(=O)(=O)c2ccc(NC(C)=O)cc2)C(C)C)cc1OC (configuration not stated)	-4%	-7%	4%	-3%	-2%	-10%	31%	5%	2%
COCCCN(C(=O)c1cc(-c2ccco2)nc2ccccc12)c1c(N)n(Cc2ccccc2)c(=O)[nH]c1=O	?	45µM*	?	?	·	25µM*	·	40µM*	-36%
Cc1cc(C)c(NC(=O)CCCN2CCN(C)CC2)c(C)c1	-4%	7%[59 µM]	8%	-5%	1%	?	-1%	10%	2%
COc1cccc(NC(=O)Nc2cc(C(=O)NC(C)C)ccc2N2CC3CC(C2)c2cccc(=O)n2C3)c1 (configuration not stated)	6%	23%[59 µM]	-16%	?	-2%	-6%	25%	3%	16%
Cc1ccc(S(=O)(=O)N2CCN(C(=O)COC(=O)CCOc3ccccc3C)CC2)c(C)c1	-20%	11µM*	-9%	-15%	·	-19%	·	22%	-12%
CCCCNC(=O)c1onc(CSc2ccc(Cl)cc2)c1C(=O)NCCCC	-4%	·	·	29%	·	-4%	·	-10%	·
